p97 ATPase inh = inhibitors of human p97 ATPase. actives 0.42% (n = 220,000). P55072. recombinant p97 ATPase, Kinase-Glo ATP luminescence, 3 h. inhibition, % at 8 µM; in the data active = inhibition above about 15%;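 note: 0% = DMSO vehicle and 100% = wells lacking enzyme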
Runt-CBFb FRET = Runt domain-CBFb interaction inhibition; AID 1496; Cerulean-Runt/Venus-CBFb FRET ratio 530/480, 1 h; inhibition, % at 20 µM; Q01196+Q13951; actives 0.46% (n = 220,000);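 active = inhibition over about 50% at 20 µM in the single-dose screen, limit read from the data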;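 note: 0% = DMSO wells and 100% = excess unlabeled CBFb competitor control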
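Assay system: Cerulean-Runt domain fusion protein, energy donor; Signal: fluorescence energy transfer, 422 nm excitation, 530/480 nm emission; Timing: 1 h compound exposure, room temperature; Control set: unlabeled CBFb; Medium: Tris buffer pH 7.5 with salts and BSA; Compound: single test concentration of 20 µM, 1% DMSO final; Probe or stimulus: Venus-CBFb 100 nM.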
Runt-SMMHC FRET = Runt domain-CBFb-SMMHC interaction inhibition; inhibition, % at 20 µM; Cerulean-Runt/Venus-CBFb-SMMHC FRET ratio 530/480, 1 h; AID 1434; actives 0.74% (n = 220,000);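 active = mean inhibition across duplicate retests at 20 µM reaching about 50%, limit read from the data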;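 note: 0% = DMSO wells and 100% = wells with excess untagged CBFb-SMMHC; inhibitors lower the FRET ratio by blocking Runt binding to CBFb-SMMHC; some results filed as inactive read as strong as hits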
RBBP9 inhibitor = human RBBP9 hydrolase inhibition. O75884. recombinant RBBP9, FP-Rh probe fluorescence polarization. inhibition, % at 7.94 µM. actives 0.2% (n = 220,000);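 active = inhibition above the campaign mean of all tested compounds plus 3 SD, cut at about 14% in these data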;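 note: plate controls were DMSO wells with RBBP9 for no effect and wells lacking RBBP9 protein for full effect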
Target sequence (O75884 whole entry, looked up): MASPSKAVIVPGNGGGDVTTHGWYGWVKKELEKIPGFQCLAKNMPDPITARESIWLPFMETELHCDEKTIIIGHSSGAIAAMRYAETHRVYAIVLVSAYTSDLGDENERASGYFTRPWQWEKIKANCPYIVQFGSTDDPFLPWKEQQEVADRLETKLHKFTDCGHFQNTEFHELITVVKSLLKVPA
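Measured by – fluorescence polarization · Test system – RBBP9 protein · Input – 2.5 µM RBBP9 dispensing solution, before mixing · Measure – percent inhibition from mP, scaled between DMSO and no-protein wells · Benchmarks – DMSO-treated enzyme wells and wells lacking RBBP9 · Times – preincubation 30 min plus labeling 45 min at 25 °C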
TbHK1 inh = blocks Trypanosoma brucei hexokinase 1 activity | inhibition, % at 10 µM | recombinant TbHK1, G6PDH-coupled NADH A340 | actives 0.11% (n = 220,000);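 active = inhibition of 50% or more in the single-dose primary screen; inactive = inhibition below 50%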
Calpain2 inh = inhibitors of pig calpain II; purified calpain II, fluorogenic peptide substrate, 30 min; AID 1236; actives 0.37% (n = 220,000); inhibition, % at 16 µM;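 active = inhibition above about 50%, limit read from the data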
Furin inhibitor = inhibitors of human furin; actives 0.061% (n = 220,000); purified furin, fluorogenic substrate cleavage; AID 463115; P09958; inhibition, % at 30 µM; in the data active = inhibition above about 25%; note: inactives centre near -15
NCF1 inh = blocks human p47phox regulatory protein of NADPH oxidases; P14598; p47phox/p22phox peptide binding, fluorescence polarization, 2 h; inhibition, % at 24.7 µM; actives 0.53% (n = 220,000);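 active = inhibition above about 30%, limit read from the data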;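 note: 0% = p47phox with labelled peptide and 100% = labelled peptide alone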
Target sequence (P14598 whole entry, looked up): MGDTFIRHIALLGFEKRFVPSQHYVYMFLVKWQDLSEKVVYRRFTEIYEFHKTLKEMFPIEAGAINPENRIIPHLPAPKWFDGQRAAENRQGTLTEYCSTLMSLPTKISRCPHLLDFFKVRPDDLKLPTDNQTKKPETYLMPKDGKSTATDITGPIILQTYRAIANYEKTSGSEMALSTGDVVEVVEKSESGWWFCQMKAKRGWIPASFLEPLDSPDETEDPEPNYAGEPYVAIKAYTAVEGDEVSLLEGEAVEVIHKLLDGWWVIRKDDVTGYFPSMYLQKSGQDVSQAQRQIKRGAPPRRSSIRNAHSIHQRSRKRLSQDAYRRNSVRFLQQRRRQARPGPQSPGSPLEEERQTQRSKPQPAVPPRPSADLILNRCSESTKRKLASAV
EBV gp42 block = blocks Epstein-Barr virus glycoprotein 42 binding; inhibition, % (tested at 21.74 µM); Fluorescence polarization binding assay, mP read-out; actives 0.42% (n = 220,000); Q1HVG2; AID 1085; in the data active = inhibition above about 50%
Target sequence (Q1HVG2 whole entry, looked up): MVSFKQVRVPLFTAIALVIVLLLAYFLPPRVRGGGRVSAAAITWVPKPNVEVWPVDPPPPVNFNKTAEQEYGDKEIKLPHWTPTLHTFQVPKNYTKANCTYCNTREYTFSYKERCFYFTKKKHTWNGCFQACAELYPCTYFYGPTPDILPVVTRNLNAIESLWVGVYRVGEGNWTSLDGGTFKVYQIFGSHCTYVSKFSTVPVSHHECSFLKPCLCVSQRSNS
The depositor's hits bear a star; . = not tested or not shown; [ ] = another dose, or the depositor's remark.

SMILES	p97 ATPase inh	Runt-CBFb FRET	Runt-SMMHC FRET	RBBP9 inhibitor	TbHK1 inh	Calpain2 inh	Furin inhibitor	NCF1 inh	EBV gp42 block
CCOc1ccc2c(c1)[nH]c(=S)n2C	-1	26	1	-5	-4	-11	-15	-10	-12
Cc1cc([N+](=O)[O-])nn1Cc1ccc(F)cc1	2	-8	-2	17*	-8	6	-14	.	-6
COc1cccc(CC(=O)n2nc(N)c3cc4ccc(OC)cc4nc32)c1	3	1	-1	-5	-15	-12	-33	5	-32
CC(=O)c1ccc(OCC(=O)c2ccc(-c3ccccc3)cc2)cc1	-2	3	1	-9	34	16	-5	-2	8
O=c1[nH]cnc2sc3c(c12)CCN(Cc1ccccc1)C3	9	3	16	0	0	-6	-23	-6	-1
CCn1nnc2c(=O)oc3ccccc3c21	6	1	-1	-4	-3	10	-12	5	-4
Cn1cnnc1SCc1ccc(C(=O)N=Nc2c(O)n(C)c3ccccc23)cc1	0	-3	1	-10	-38	23	6	-11	-2
CCCCNC(=S)Nc1ccc(F)cc1	6	-2	1	-3	-1	-8	-14	-11	-5
O=C(c1cccc(C(F)(F)F)c1)C1CCCN(Cc2ccc(OCCO)cc2)C1 (centres undefined)	2	1	4	-6	1	-16	-14	4	-6
CCN(CC)C(=O)Cn1c(=O)n(-c2ccccc2)c(=O)c2sccc21	3	1	-3	2	-3	-17	-18	-10	-9
COC(=O)Cc1ccc(NC(=O)c2ccc(C(C)(C)C)cc2)cc1	0	-4	2	-4	2	5	-7[20 µM]	-7	-9
CC1=CC2(O)OCCN(CCO)C2=CC1=O (centres undefined)	11	6	4	9	-2	23	-8[20 µM]	21	-6
O=C(CSc1nc(-c2ccccc2Cl)ns1)c1ccc(Cl)cc1	1	-4	-1	-5	15	2	-7	-9	-34
C=CCn1c(O)c(N=O)c2ccccc21	-2	1	2	-14	-4	4	-1	1	-10
C=CCn1c(SC(C)C(=O)NC2(C#N)CCCCC2)nnc1-c1ccc(OC)cc1 (centres undefined)	3	-1	6	-4	1	-34	-21[20 µM]	-9	-8
COc1ccccc1OC(=O)C1CC(=O)N(c2ccc(Cl)cc2)C1 (centres undefined)	-4	-1	-2	3	0	15	-32[20 µM]	-11	3
COc1ccc2c(c1)C(NC(C)=O)C(=O)N2C (centres undefined)	-3	0	-1	-11	0	-8	-16	-15	-20
Cc1ccc(C(c2nnnn2Cc2cccs2)N2CCN(Cc3ccc4c(c3)OCO4)CC2)cc1 (centres undefined)	-1	0	0	1	-8	5	-16	-1	-7
O=C(O)C1CCCN(S(=O)(=O)c2ccc3c(c2)OCCO3)C1 (centres undefined)	4	3	-8	-5	-4	-15	-27	5	-2
COc1ccc(-c2nc(-c3ccccc3)c(-c3cc([N+](=O)[O-])ccc3C)[nH]2)cc1O	-1	0	1	-5	-9	-79	-3[20 µM]	-14	16
O=C(c1ccccc1)c1ccc(CN2C(=O)c3ccccc3C2=O)o1	-1	-1	-1	-5	-14	18	-25[20 µM]	-8	-7
O=C(COC(=O)c1cc(=O)[nH]c(=O)[nH]1)Nc1cccc(S(=O)(=O)N2CCCCC2)c1	1	1	3	3	-4	-7	-11	-3	-22
COc1cc(S(=O)(=O)N(Cc2ccccn2)Cc2ccccc2Cl)ccc1-n1cnnn1	-8	-3	-2	-8	8	-19	4[20 µM]	-8	3
CCC(=O)Nc1sc2c(c1C#N)CC(C)(C)NC2(C)C	-4	-1	3	-8	1	-15	-6	-13	-26
CCCc1nnc(NC(=O)CCC(=O)NCc2ccccc2OC)s1	-5	2	1	-7	5	-16	-3[20 µM]	-13	-11

3 records picked at random from the list so far, as already listed:
SMILES	p97 ATPase inh	Runt-CBFb FRET	Runt-SMMHC FRET	RBBP9 inhibitor	TbHK1 inh	Calpain2 inh	Furin inhibitor	NCF1 inh	EBV gp42 block
O=C(c1cccc(C(F)(F)F)c1)C1CCCN(Cc2ccc(OCCO)cc2)C1 (centres undefined)	2	1	4	-6	1	-16	-14	4	-6
O=c1[nH]cnc2sc3c(c12)CCN(Cc1ccccc1)C3	9	3	16	0	0	-6	-23	-6	-1
COC(=O)Cc1ccc(NC(=O)c2ccc(C(C)(C)C)cc2)cc1	0	-4	2	-4	2	5	-7[20 µM]	-7	-9

(list continues)
SMILES	p97 ATPase inh	Runt-CBFb FRET	Runt-SMMHC FRET	RBBP9 inhibitor	TbHK1 inh	Calpain2 inh	Furin inhibitor	NCF1 inh	EBV gp42 block
Cn1c(N)c(Br)c(-c2ccc(F)cc2)c(C#N)c1=O	2	0	2	-8	-23	-19	-23	-4	-8
CCOC(=O)CSc1nnc(-c2cccs2)n1-c1ccccc1	1	1	2	-7	-3	-34	-19[20 µM]	-10	-11
Cc1ccc(S(=O)(=O)Nc2cccnc2Oc2ccc(Cl)cc2)cc1	-9	-1	-1	-8	5	18	4	10	8
CC(=O)c1ccc(NC(=S)NC(C)c2ccc(Cl)cc2Cl)cc1 (centres undefined)	-2	2	0	-24	-1	2	-29	-28	4
Cc1cccn2c(=O)c(/C=C(\C#N)C(=O)NCc3ccco3)c(N3CCC(C(N)=O)CC3)nc12	3	71*	.	-5	-9	-7	-11	-14	-23
COc1cc(OC)cc(C(=O)NCCNC(=O)c2ccccc2)c1	0	-1	-2	-3	7	10	-10[20 µM]	7	-1
CCOc1ccc(NC(=NCc2ccc3c(c2)OCO3)SC2CC(=O)N(c3ccc(OCC)cc3)C2=O)cc1 (centres undefined)	1	1	1	2	11	48	-19[20 µM]	-18	-11
CCOc1ccc2nc(N/C(N)=N/C(=S)Nc3ccc(C)c(C)c3)nc(C)c2c1	2	-2	5	-9	-17	-48	-18	-21	-2
CCn1c2ccccc2c2cc(NC(=O)CSc3nnc(-c4ccc(OC)cc4)n3N)ccc21	9	-2	-7	-1	16	6	-15[20 µM]	3	-1
O=C(Nc1ccc(Oc2ccc(NC(=O)Nc3ccc([N+](=O)[O-])cc3)cc2)cc1)Nc1ccc([N+](=O)[O-])cc1	0	0	-10	-6	-14	-10	-11	-27	2
COCCCN1CC23C=CC(O2)C(C(=O)OC)C3C1=O (centres undefined)	1	.	.	-3	1	.	-12[20 µM]	.	.
CCCN(Cc1cc2cc(C)ccc2[nH]c1=O)C(=O)c1cccc([N+](=O)[O-])c1	-1	1	-3	-8	-13	13	-13	-1	-3
CN1CCS/C1=C/C=C1\SC(=S)N(CC(=O)O)C1=O	4	-52	-136	-5	-8	38	-10	-101	-310
O=C(NCc1ccco1)c1cnn2c(C(F)(F)F)cc(-c3ccccc3)nc12	1	-1	-10	-4	-9	-78	-23	-4	-4
COC(=O)C1C(=O)C2=C(CC1C)NC(=O)CC2c1ccc(F)cc1 (centres undefined)	2	-1	-1	-2	1	-7	-23	-12	-13
CC1(C(=O)OCC(=O)Nc2ccccc2Cl)CC1(Cl)Cl (centres undefined)	5	1	-1	0	4	5	-24	-9	2
Cc1ccc(C(=O)CSc2nc3ccccc3c(=O)[nH]2)cc1	-3	-1	-4	2	-3	-23	-22[20 µM]	-5	-29
COc1ccc(Br)cc1S(=O)(=O)n1ccnc1C	1	0	8	-4	2	25	-7[20 µM]	-3	-8
O=C(COC(=O)C1(c2ccc(F)cc2)CCCC1)NCc1ccc2c(c1)OCO2	-2	-3	-1	-3	-3	10	1	-7	-5
CC(C)(C)c1cc(NC(=O)CSc2nnc(NCc3ccccc3)s2)n(-c2ccccc2)n1	1	-1	-5	0	-2	4	-3	-69	3
CCCCNC(=S)N1CCN(C(c2ccccc2)c2ccccc2)CC1	-5	0	-2	-8	0	2	1	-8	7
O=C(COn1nnc2ccc(C(F)(F)F)cc21)Nc1nnc(-c2ccccc2)o1	-1	0	-1	-9	4	13	-19[20 µM]	-8	-43
COc1ccc(/C=C(\NC(=O)c2ccccc2)C(=O)N/N=C/c2ccncc2)cc1	2	-1	0	-10	-62	2	-3[20 µM]	-5	-26
CC1CCCN(C(=S)Nc2ccc(Nc3ccccc3)cc2)C1 (centres undefined)	3	2	0	0	-12	-29	-19	2	-8
CCn1c(SCC(=O)Nc2ccc(Cl)cc2)nc2nc3c(cc2c1=O)CCCC3	-7	-3	-3	-12	-1	31	-17	1	-3
SMILES	p97 ATPase inh	Runt-CBFb FRET	Runt-SMMHC FRET	RBBP9 inhibitor	TbHK1 inh	Calpain2 inh	Furin inhibitor	NCF1 inh	EBV gp42 block
O=C(NC1CC1)C1=C[C@@H](c2c[nH]c3ccccc23)C[C@@H](OCCCCO)O1	.	0	-4	.	-12	-15	-33	-19	-10
Clc1ccc2c(c1)C(c1cccs1)=NNC(c1cccnc1)=N2	-3	-7	-3	-7	-8	-1	-20[20 µM]	-7	-5
O=C(CCCN1C(=O)c2ccccc2C1=O)Nc1cccnc1	-7	0	0	-1	1	-2	9[20 µM]	-6	-4
CS(=O)(=O)Nc1ccccc1C(=O)NCc1ccco1	-4	1	6	-8	-8	-91	0[20 µM]	0	-19
COC(=O)CCc1c(C)[nH]c(C(=O)OCc2ccccc2)c1C	-6	-2	-2	-5	7	-6	-7	-17	5
O=C(NC1CC1)C1=C[C@H](c2ccc(Br)cc2)C[C@H](OCc2ccc(CO)cc2)O1	.	-1	0	.	-14	-13	-21	-21	-10
O=C(Nc1ccc(N2CCN(C(=O)c3ccco3)CC2)c(Cl)c1)c1cccnc1	2	-1	-1	0	-6	-9	-19	-16	0
CN(CC(=O)O/N=C(\N)c1ccccn1)S(=O)(=O)c1cc(Cl)ccc1Cl	-3	-1	-1	-3	-2	10	-13	-5	8
CCOC(=O)c1c(C)[nH]c(C)c1C(=O)CSc1nnc(-c2ccncc2)n1Cc1ccccc1	-6	0	-6	-5	-15	11	-15[20 µM]	-2	3
OC(c1ccccc1)c1nc2ccccc2s1 (centres undefined)	4	-1	-4	-2	18	-13	-20	-3	-16
Cn1nnc(NC(=O)COc2ccc(C3CCCCC3)cc2)n1	-6	1	-1	-6	0	22	-147[20 µM]	2	-14
CCC(C)C1=CC(=Nc2c(C)n(C)n(-c3ccccc3)c2=O)C=C(C(C)CC)C1=O (centres undefined)	5	-5	-6	1	-6	-7	-11	3	3
CSc1ccc(NC(=O)NCCCN2CCN(c3ccccc3F)CC2)cc1	-2	-3	0	-7	-1	1	-18	3	-20
COc1ccc(-c2[nH]ncc2CN2CCCO2)cc1F	1	-1	-4	-6	-3	-17	-38	-7	-3
S=C(Nc1ccc(Cl)cc1)NC1CC2CCCC(C1)N2C1CC1 (centres undefined)	-6	0	-1	-6	4	-14	-14[20 µM]	-25	1
C=CCNC(=O)/C(=C/c1ccc(Br)cc1)NC(=O)c1ccccc1OC	7	0	-1	-6	-4	-21	-24	-3	-5
COc1cccc(CSc2nc3ccncc3[nH]2)c1	-22	2	2	-13	-4	18	-8	6	2
COc1cc(NC(=O)COC(=O)CNC(=O)c2cc(C)cc(C)c2)c(C)cc1[N+](=O)[O-]	2	-6	-4	-2	-13	-5	-8	6	-3
CCn1cc(/C=N\NC(=O)COc2cccc(C)c2C)c(C)n1	-5	-2	4	-8	-3	19	-18	2	-12

3 structures already listed, sorted by SMILES length, descending:
SMILES	p97 ATPase inh	Runt-CBFb FRET	Runt-SMMHC FRET	RBBP9 inhibitor	TbHK1 inh	Calpain2 inh	Furin inhibitor	NCF1 inh	EBV gp42 block
Clc1ccc2c(c1)C(c1cccs1)=NNC(c1cccnc1)=N2	-3	-7	-3	-7	-8	-1	-20[20 µM]	-7	-5
COc1cccc(CSc2nc3ccncc3[nH]2)c1	-22	2	2	-13	-4	18	-8	6	2
OC(c1ccccc1)c1nc2ccccc2s1 (centres undefined)	4	-1	-4	-2	18	-13	-20	-3	-16

Compound activity from PubChem BioAssay.

Hits appear at their usual frequency, and some 2.7% of all compounds hit somewhere here.
